S-ASM inh = inhibitors of human secretory acid sphingomyelinase; placental ASM, HMU-PC fluorogenic substrate, 60 min; 0.006% of 340,000 active; P17405; Potency, µM (series often up to 57.5 µM), inactives show at the top dose activity change, negative = inhibition, actives largely listed as inhibitors; note: potency is the fitted concentration of half-maximal effect
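HMU-PC0 cleavage (9 uM final) by human placental ASM, 60 min at 37 °C following 10 min compound exposure at RT; stopped at pH 10, fluorescence Ex 386/Em 447 nm.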
Tb PFK block = blocks T. brucei phosphofructokinase; Potency, µM (highest dose often 57.5 µM), for the others: at the top dose activity, negative = inhibition, actives largely listed as inhibitors; T. brucei PFK, ADP-Glo luminescence; O15648; 0.17% of 330,000 active;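 note: potency is the fitted concentration of half-maximal effect; 0% = uninhibited 1x PFK enzyme wells and -100% = no-enzyme wells; nearly all actives have a fitted effect of over 60% in size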
Target sequence (O15648 whole entry, looked up): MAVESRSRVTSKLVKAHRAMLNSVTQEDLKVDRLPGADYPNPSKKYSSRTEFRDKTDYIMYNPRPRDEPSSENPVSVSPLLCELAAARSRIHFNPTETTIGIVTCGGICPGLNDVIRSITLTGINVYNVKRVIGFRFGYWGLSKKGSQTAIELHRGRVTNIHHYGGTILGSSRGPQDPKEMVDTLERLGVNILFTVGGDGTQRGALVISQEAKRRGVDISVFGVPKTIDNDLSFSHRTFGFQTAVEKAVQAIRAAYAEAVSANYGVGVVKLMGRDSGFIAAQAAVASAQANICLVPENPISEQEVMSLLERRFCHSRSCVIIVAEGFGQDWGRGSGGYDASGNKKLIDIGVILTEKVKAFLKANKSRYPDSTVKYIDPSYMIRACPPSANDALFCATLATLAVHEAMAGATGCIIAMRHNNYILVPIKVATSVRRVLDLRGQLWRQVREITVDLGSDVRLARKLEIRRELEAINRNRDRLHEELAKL
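ADP-Glo luminescence quantified ADP after 45 min at room temperature, with 1.25 nM T. brucei PFK, 0.1 mM ATP and 0.5 mM fructose-6-phosphate in pH 8.0 TEA buffer. qHTS titrations up to 57 µM; curves classified by quality.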
PTAP TSG101 blk = blocks PTAP/TSG101 interaction to inhibit HIV-1 budding; Potency, µM (titrated, usually from 115 µM), inactives show top-dose activity change, negative = inhibition, usual class: inhibitors; 340,000 tested, under 10 active; AID 493005; Fluorescence polarization, FITC-PTAP peptide / Tsg101 binding; Q99816; active = well fitted inhibition curve with a large enough effect in the main read-out, with a control signal flat, not every such curve was filed as active; inconclusive = small, poorly fitted or top-dose-only effect, or effect the other way, or a change in a side signal; inactive = no such curve, though single readings can be large or run the other way; note: potency is the fitted concentration of half-maximal effect; % of control where 0% means no effect
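Fluorescence anisotropy tracks displacement of a FITC-tagged PTAP peptide (50 nM) from the Tsg101 binding domain (10 uM), following a 20 min room-temperature incubation at pH 7.5.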
B2AR arrestin = beta2AR (human) beta-arrestin recruitment activity; 0.02% of 330,000 active; Potency, µM (titrated, usually from 46.1 µM), without a hit: at the highest dose activation, hits mostly activators; beta-arrestin recruitment to beta2AR, cell-based reporter; P07550;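 note: potency is the fitted concentration of half-maximal effect; 0% = DMSO controls and full agonism = EC100 isoproterenol or metaproterenol; nearly all actives have a fitted effect of over 65% in size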
GALK inh = blocks human galactokinase activity; P51570; Purified GALK, Kinase-Glo residual ATP luminescence; Potency, µM (doses to about 57.5 µM), without a hit: at the top dose activity change, negative = inhibition, actives largely listed as inhibitors; 0.007% of 270,000 active; AID 1868; note: potency is the fitted concentration of half-maximal effect; % is set by controls: 0 for no effect and ±100 for the full control effect
Target sequence (P51570 whole entry, looked up): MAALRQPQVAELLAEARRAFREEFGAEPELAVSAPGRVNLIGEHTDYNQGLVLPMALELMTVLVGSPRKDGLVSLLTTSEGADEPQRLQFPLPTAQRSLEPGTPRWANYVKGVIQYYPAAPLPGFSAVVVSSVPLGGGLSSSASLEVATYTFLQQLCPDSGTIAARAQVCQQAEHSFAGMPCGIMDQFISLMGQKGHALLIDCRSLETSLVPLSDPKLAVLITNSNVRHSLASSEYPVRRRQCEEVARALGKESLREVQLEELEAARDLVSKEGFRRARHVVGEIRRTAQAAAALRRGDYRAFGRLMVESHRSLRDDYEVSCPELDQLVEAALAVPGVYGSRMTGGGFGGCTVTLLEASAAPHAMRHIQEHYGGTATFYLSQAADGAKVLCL
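Galactose (100 uM) and ATP (35 uM) were turned over by 5 nM GALK for 1 h at RT. Kinase-Glo Plus then converted the remaining ATP into a luminescent signal.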
FBPA coupling cs = inhibits coupling enzyme system, counter-screen for aldolase hits. 0.67% of 290,000 active. AID 2472. coupling enzyme system counterscreen, AmpLite Red fluorescence. activity change, negative = inhibition, % at 58.2 µM, hits read low; in the data active = activity change below about -30%; note: % is set by controls: 0 for no effect and ±100 for the full control effect
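Activity here indicates interference with the coupling reaction, not aldolase inhibition. Compounds at 57.5 uM final met coupling enzymes for 10 min at RT; substrate and AmpLite Red detection followed, with a 525/598 nm fluorescence read after 20 min.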
BCR signal inh = chronic active BCR signaling inhibition | Potency, µM (series often up to 46.1 µM), for the others: top-dose ratio change, negative = lower green/red ratio, hits mostly inhibitors | 0.05% of 340,000 active | ABC-DLBCL IkBa-CBG/CBR reporter, luminescence ratio, 4 h | AID 493014; active = well fitted inhibition curve with a large enough effect in the signal ratio, with a control signal flat, not every such curve was filed as active; inconclusive = small, poorly fitted or top-dose-only effect, or effect the other way, or a change in a side signal; the % refers to the signal ratio;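 note: potency is the fitted concentration of half-maximal effect; plate controls were basal doxycycline-induced cells for no effect and cells given 10 µM MG132 for full effect; MG132 reads +100%, hits lower the ratio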
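TMD8 ABC-DLBCL cells carrying doxycycline-inducible green luciferase fused to IkappaBalpha plus unfused red luciferase were exposed to compounds (up to 46 uM) for 4 hrs at 37C. Activity came from the overlap-corrected green/red luminescence ratio.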
Giardia killer = kills Giardia lamblia; Giardia lamblia trophozoite viability; activity change, % at 7.66 µM, hits read low; 0.15% of 340,000 active; AID 540267; in the data active = activity change below about -80%; inconclusive = between about -30% and that limit;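 note: parasites exposed to compound for two days anaerobically before the ATP read; % is set by controls: 0 for no effect and ±100 for the full control effect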
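Each well holds 100 Giardia trophozoites and compound. After two days (48 hrs) at 37 deg C in anaerobic conditions, ATP is quantified by luminescence.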
a7 integrin act = activators of alpha7 integrin expression for muscular dystrophy; alpha7betagal myoblasts, beta-gal FDG fluorescence, 48 h; Potency, µM (highest dose often 38.3 µM), for inactives: at the highest dose activation, hits mostly activators; 0.064% of 350,000 active;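 note: potency is the fitted concentration of half-maximal effect; 100% = response of the positive control SU9516; nearly all actives have a fitted effect of over 60% in size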
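Alpha7betagal+/- myoblasts (passage 13) were plated 16-24 hr, then exposed to compounds (1:260 dilution of DMSO stock) for 48 hours at 37C. After MPER lysis, β-galactosidase reporter activity was read as FDG fluorescence (ex 480/em 540) after 30 minutes.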
PKM2 activator = activators of human pyruvate kinase M2 | AID 1631 | Potency, µM (titrated, usually from 57.5 µM), for inactives: at the highest dose activation, most hits filed as activators | P14618 | 0.34% of 260,000 active | purified PKM2, Kinase-Glo ATP luminescence, activation; response scale: 0% is enzyme alone, no compound; note: potency is the fitted concentration of half-maximal effect; % is set by controls: 0 for no effect and ±100 for the full control effect; nearly all actives have a fitted effect of over 55% in size
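ATP formation by purified human PK-M2, quantified via coupled luciferase luminescence after 1 h at room temperature with 0.1 mM ADP and 0.5 mM PEP final.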
Menin MLL FP TR = menin-MLL binding inhibition, Texas Red mutant peptide. O00255. Menin + Texas Red MLL mutant peptide, fluorescence polarization. Potency, µM (titrated, usually from 61.6 µM), for the others: at the top dose FP activity change, negative = inhibition, most hits filed as inhibitors. 0.23% of 270,000 active; active = well fitted inhibition curve with a large enough effect in the polarisation, with a control signal flat, not every such curve was filed as active; inconclusive = small, poorly fitted or top-dose-only effect, or effect the other way, or a change in a side signal; inactive = no such curve, though single readings can be large or run the other way; the % refers to the polarisation; note: potency is the fitted concentration of half-maximal effect; % of control where 0% means no effect; many of its hits are not listed in these tables
* hit, by the source's call; u = inconclusive; x = not tested or not shown; [ ] = another dose, or the depositor's remark. Unless noted, calls come from the whole dose curve; as a rule, active = well fitted curve in the direction sought with a large enough effect; inconclusive = small, poorly fitted or top-dose-only effect, or another doubt; inactive = no such curve, though single readings can be large; an effect the other way counts as inactive or inconclusive. The list is partial. The share of hits here may be higher or lower than overall.

Results follow in this order: S-ASM inh | Tb PFK block | PTAP TSG101 blk | B2AR arrestin | GALK inh | FBPA coupling cs | BCR signal inh | Giardia killer | a7 integrin act | PKM2 activator | Menin MLL FP TR
1	CCS(=O)(=O)c1c(S(=O)(=O)CC)c2ccccn2c1C(N)=O
    3% | 3% | -4% | -0.6% | 0% | -1 | 9% | -7 | 34% | x | -3%
2	CN1CCN(NC(=O)CC(C)(C)C)CC1
    1% | 0% | -3% | -0.1% | 2% | 0 | -1% | -14 | 10% | 3% | 16%
3	Cc1cc(C(=O)NC2CC(C)(C)Cc3c2cnn3-c2ccc(F)cc2)nn1C (stereo unspecified)
    -1% | 1% | -10% | 0.3% | -4% | x | -4% | 7 | 24% | x | x
4	Cc1ccc(S(=O)(=O)N(C)CC(=O)N2CC(C)OC(C)C2)cc1 (stereo unspecified)
    1% | -3% | -4% | 0.1% | 0% | x | 0% | 17 | 4% | 9% | x
5	COc1ccc(C(C(=O)NC2CCCCC2)N(C(=O)CCl)c2ccccc2Cl)cc1 (stereo unspecified)
    0% | 0% | -1% | -0.1% | 0% | 2 | 0% | 31[activator] | -30%[inhibitor] | -6% | -13%
6	Cc1csc(SC(C)C(=O)Nc2ccc(F)cc2Cl)n1 (stereo unspecified)
    -2% | 6% | -2% | -1.2% | x | x | 2% | 0 | -5% | x | x
7	Cc1cccc(C2=N/C(=C/c3cccs3)C(=O)O2)c1
    -12% | -3% | -8% | 0.4% | -3% | 6 | -17% | 7 | -2% | 10% | -2%
8	NC(=O)c1ccc(NC(=O)CC23CC4CC(CC(Br)(C4)C2)C3)cc1
    0% | -1% | -1% | 5.3% | 0% | -3 | -3% | u | -13% | 0% | 12%
9	CC1CCN(S(=O)(=O)N2CCN(C(=O)c3ccc4c(c3)OCO4)CC2)CC1
    4% | 2% | 0% | -0.8% | 17% | 3 | -2% | -4 | -3% | -1% | u
10	O=C(Nc1cccnc1)c1noc2c1CCCCC2
    0% | -1% | -3% | -1.0% | 2% | 2 | 2% | -16 | 10% | -19% | -9%
11	COc1ccc(CCN2C(=O)C3CC=C(C)CC3C2=O)cc1OC (stereo unspecified)
    1% | 5% | 2% | -0.7% | 0% | 3 | 9% | 8 | 7% | 8% | 5%
12	Cc1ccc2[nH]c(C)cc(=S)c2c1
    -3% | 1% | 0% | -0.5% | 3% | -2 | u | 20 | -42% | 1% | -12%
13	COc1ccc(N2CC(C(=O)O)CC2=O)cc1 (stereo unspecified)
    -5% | 7% | -6% | 0.1% | -1% | 0 | u | -12 | 13% | 7% | 1%
14	COCCNC(=O)/C(C#N)=C/c1ccccc1Br
    1% | -1% | 0% | 0.6% | 2% | -1 | -13% | 2 | -49%[inhibitor] | 0% | 13%
15	COc1ccc(C)cc1NC(=O)C(Sc1ccccc1)c1ccccc1 (stereo unspecified)
    x | 3% | x | -0.1% | -1% | -6 | u | x | x | 0% | -3%

Carrying on.
Results follow in this order: S-ASM inh | Tb PFK block | PTAP TSG101 blk | B2AR arrestin | GALK inh | FBPA coupling cs | BCR signal inh | Giardia killer | a7 integrin act | PKM2 activator | Menin MLL FP TR
16	O=C(CSc1nc(O)c(C(c2ccccc2)c2ccccc2)c(=O)[nH]1)N1CCOCC1
    1% | 2% | -2% | 0.0% | 8% | 8 | 3% | u | 0% | -2% | 18%
17	O=C(NCC1CCCO1)C(c1ccccn1)N(Cc1ccccc1Cl)C(=O)CN1C(=O)c2ccccc2S1(=O)=O (stereo unspecified)
    0% | -6% | -3% | -0.9% | 2% | 4 | 0% | -15 | 5% | 4% | -22%
18	C[C@H](CO)N1C[C@H](C)[C@@H](CN(C)Cc2ccc(Cl)c(Cl)c2)Oc2c(NS(=O)(=O)c3ccc(F)cc3)cccc2C1=O
    -4% | 5% | -5% | -0.1% | x | x | u | 9 | 0% | x | x
19	O=C1c2ccccc2C2(c3ccccc3)NCCCN12 (stereo unspecified)
    7% | 0% | -6% | 0.3% | -2% | 0 | 11% | 4 | 0% | 2% | 5%
20	CC(C)N(Cc1ccccc1)C(=O)CN1c2cccc3cccc(c23)S1(=O)=O
    53%[activator] | 3% | -1% | -0.9% | x | x | -1% | -15 | 0% | x | x
21	CCCC(=O)Nc1ccc(-c2csc(NNC(C)=O)n2)cc1
    0% | 4% | 1% | 4.6% | x | 2 | -16% | -1 | 15% | 8% | x
22	CCCCC(Sc1nc(N)c(NC(=O)c2ccc(OC)cc2)c(=O)[nH]1)C(=O)O (stereo unspecified)
    2% | 1% | 0% | 0.0% | 5% | 3 | 3% | 0 | 10% | -4% | -4%
23	CCCCn1c(N)c(N(CC(C)C)C(=O)c2ccc(N3C(=O)CCC3=O)cc2)c(=O)[nH]c1=O
    5% | -1% | -1% | 0.2% | x | x | 5% | -18 | 10% | x | x
24	O=C(Nc1ccccc1)C1=C[C@H](c2coc3ccccc3c2=O)C[C@H](OCCCCO)O1
    16% | -2% | -6% | -0.1% | -5% | 1 | 8% | -16 | -8% | 1% | -8%
25	CCOc1ccccc1NC(=O)C1CC(=O)n2ncnc2N1 (stereo unspecified)
    6% | 4% | 1% | 0.0% | -1% | 0 | u | -2 | -3% | 0% | -9%
26	O=[N+]([O-])c1ccc(Oc2ccc(-c3cnc4ccccc4n3)cc2[N+](=O)[O-])cc1
    -9% | 2% | -2% | 0.0% | 0% | 0 | 1% | 10 | 5% | -9% | 0%
27	COc1ccc(CN(C)c2ccc(S(=O)(=O)N3CCN(C)CC3)cc2[N+](=O)[O-])cc1OC
    -5% | -6% | -6% | -0.5% | x | x | -10% | 0 | -35%[inhibitor] | x | x
28	COC(=O)Cn1c(=NC(=O)c2ccc(Cl)s2)sc2cc(F)ccc21
    53%[activator] | -2% | -5% | -1.0% | 1% | 0 | u | 8 | 17% | -1% | 5%
29	CC(C(=O)NC1=NCCS1)N1C(=O)c2ccccc2C1=O (stereo unspecified)
    4% | u | -3% | 0.5% | 7% | -1 | 1% | -13 | -8% | -5% | -5%
30	COc1ccc(SCC(=O)c2cc(C)c(OC(=S)N(C)C)c(C)c2)cc1
    -10% | -4% | 0% | 0.4% | 0% | -4 | u | 6 | -14% | 1% | 5%

Other records:
Results follow in this order: S-ASM inh | Tb PFK block | PTAP TSG101 blk | B2AR arrestin | GALK inh | FBPA coupling cs | BCR signal inh | Giardia killer | a7 integrin act | PKM2 activator | Menin MLL FP TR
31	COc1ccc(C2(C)NC(=O)N(CC3CCCCC3)C2=O)cc1 (stereo unspecified)
    -2%[11.5 µM] | -8% | -10% | -1.1% | -2% | 0 | -5% | -3 | -2% | x | x
32	CCCN(CCC)C(C(=O)Nc1cccc(OC)c1)c1ccccc1 (stereo unspecified)
    0% | 0% | 0% | 7.9% | 3% | 1 | 6% | 8 | 0% | 5% | -1%
33	CC(C)N(C(=O)[C@H]1C[C@H](CC(=O)NCC23CC4CC(CC(C4)C2)C3)C(=O)N2CCc3c([nH]c4cc(-c5ccco5)ccc34)[C@]12C)C(C)C
    u | -2% | -4% | -0.2% | x | x | 2% | 12 | -4% | x | x
34	CCc1ccc(NC(=O)COC(=O)CN2C(=O)COc3ccccc32)cc1
    1% | -7% | -6% | 0.1% | -2% | 0 | u | -11 | -16% | -9% | -12%
35	O=C(CSc1nnc(CNC(=O)c2ccc(F)cc2)o1)NCc1ccc(F)cc1
    -1% | -5% | -1% | -0.2% | 0% | x | 1% | -22 | 13% | 3% | x
36	COc1ccc2sc(-c3ccc(S(C)(=O)=O)cc3)c(-c3ccc(SC)cc3)c2c1
    87%[activator] | -1% | 0% | -0.1% | x | x | 2% | -8 | 22% | x | x
37	CC(=O)c1cccc(NC(=O)c2c(-c3c(F)cccc3Cl)noc2C)c1
    1% | 4% | -3% | -0.1% | x | x | 2% | 15 | -15% | x | x
38	Cc1ccc(-n2c(SCC(=O)c3c(N)n(C)c(=O)n(C)c3=O)nc3sc4c(c3c2=O)CCCC4)c(C)c1
    -1% | -3% | 1% | -0.4% | 2% | 1 | u | -8 | -2% | -7% | 0%
39	C=CS(=O)c1sc(Cl)c(N2CCOCC2)c1[N+](=O)[O-] (stereo unspecified)
    0% | -27% | -1% | -0.1% | 11% | 1 | u | u | -74%[inhibitor] | -6% | 16%
40	COc1ccc(-n2nnc3c(SCC(=O)NCC4CCCO4)ncnc32)cc1 (stereo unspecified)
    1% | -2% | -7% | -0.4% | 3% | 5 | u | -26 | -14% | -3% | 5%
41	CCOC(=O)CSc1ccc(C(=O)Nc2ccc(Cl)cc2)cn1
    -7% | 2% | -7% | 0.0% | 0% | -6 | u | 31[activator] | u | 3% | 19%

Assay outcomes: PubChem, National Center for Advancing Translational Sciences (NCATS)
